CYP2C9 activ = increases human cytochrome P450 2C9 activity; P11712; recombinant CYP2C9, luciferin-H conversion, luminescence; stronger effect = higher value; factor 1 = untreated enzyme, 0 = blocked; activation factor at 5 µM; actives 1.4% (n = 96,000);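 active means activation factor of 2 or more for CYP2C9 at a 5 µM dose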;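 further: 0 = sulfaphenazole-blocked wells and 1 = vehicle-only wells; values of inactives mirror those of a sister screen read the other way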
IL1B cytotox = toxic to HUVEC cells under IL-1B stimulation; HUVEC cell count loss, Hoechst imaging, IL-1B stimulated; cell count reduction, % at 2 µM; actives 0.41% (n = 94,000);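 active means cell count reduction more than 3 SD above the screen-wide mean, cut at about 70% in these data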;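 further: normalized per plate to untreated control cells as the no-loss baseline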
CYP2C9 inh = blocks human cytochrome P450 2C9; actives 20% (n = 96,000); CYP2C9 Supersomes, luciferin-H conversion, luminescence; inhibition, % at 5 µM; AID 777; P11712;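 active means blocking of liver enzyme CYP2C9 beyond about 50% at 5 µM, limit read from the data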; further: values of inactives mirror those of a sister screen read the other way
hDAT+cocaine = changed human dopamine transporter uptake under cocaine IC80; Q01959; LLC-PK1 hDAT cells, [14C]-dopamine uptake with cocaine IC80; actives deviate in either direction; B-score at 10 µM; actives 1.3% (n = 110,000);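 active means Z score or B-score, a plate-position-corrected score, falls beyond the plate's 99.7% confidence bounds, in either direction; inactive means both scores lie inside the 99.7% bounds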;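 further: scored against the spread of the other compound wells on the same plate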
Target sequence (Q01959 whole entry, looked up): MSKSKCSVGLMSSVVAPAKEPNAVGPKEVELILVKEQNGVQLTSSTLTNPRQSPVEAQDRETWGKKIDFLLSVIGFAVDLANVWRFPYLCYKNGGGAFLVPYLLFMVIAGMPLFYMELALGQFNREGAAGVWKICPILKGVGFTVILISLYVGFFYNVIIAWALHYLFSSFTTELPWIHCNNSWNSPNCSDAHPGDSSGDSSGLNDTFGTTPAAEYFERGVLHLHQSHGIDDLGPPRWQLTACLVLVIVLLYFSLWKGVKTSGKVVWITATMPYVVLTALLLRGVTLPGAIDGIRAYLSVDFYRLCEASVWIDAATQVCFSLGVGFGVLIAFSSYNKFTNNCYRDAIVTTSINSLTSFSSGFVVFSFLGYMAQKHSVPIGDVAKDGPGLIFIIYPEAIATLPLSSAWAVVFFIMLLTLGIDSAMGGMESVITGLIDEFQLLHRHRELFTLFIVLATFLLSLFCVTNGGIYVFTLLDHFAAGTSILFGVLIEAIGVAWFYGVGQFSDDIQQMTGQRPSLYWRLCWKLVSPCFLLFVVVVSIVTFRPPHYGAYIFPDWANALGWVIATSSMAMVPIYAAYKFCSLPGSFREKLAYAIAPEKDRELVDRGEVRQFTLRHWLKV
HUVEC tox TNFa = HUVEC cytotoxicity counter-screen, TNF alpha stimulated; actives 0.17% (n = 93,000); cell count reduction, % at 2 µM; HUVEC TNFalpha-stimulated, Hoechst cell count, imaging; AID 848;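 active means cell count reduction exceeding the screen mean by over 5 SD, scaled to untreated wells per plate, cut at about 78% in these data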;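 further: cells counted after 24 h of TNF alpha exposure following the 1 h pretreatment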
VCAM1 TNFa inh = reduces TNF alpha induced VCAM1 expression in HUVEC; inhibition, % at 2 µM; AID 802; actives 0.48% (n = 95,000); HUVEC TNFa-induced VCAM-1 immunofluorescence, high-content imaging;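 active means inhibition above the batch mean plus 3 SD, with images confirmed as a hit by eye, cut at about 37% in these data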;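 further: 0% = TNF-stimulated DMSO wells and 100% = unstimulated control wells; not every result past the cut was called active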
Candida biofilm = kills Candida albicans biofilms. C. albicans biofilm + clotrimazole, Alamar Blue. inhibition, % at 6 µM. actives 0.14% (n = 85,000). AID 834;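 active means inhibition above 20%; inactive means inhibition below 20%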;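 further: preformed 24 hr biofilms exposed to compound for 48 hr; 0% = biofilm without compound and 100% = blank killed by clotrimazole plus chlorhexidine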
CYP2C19 activ = activators of human cytochrome P450 2C19. P33261. recombinant CYP2C19, luciferin-H EGE luminescence; stronger effect = higher value; 0 = fully inhibited enzyme, 1 = untreated enzyme. activation factor at 5 µM. 96,000 tested, under 10 active. AID 1025;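 active means activation factor of at least 2 at 5 µM in the primary screen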;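 further: 0 = wells with 2.5 mM tranylcypromine and 1 = vehicle-only wells; values of inactives mirror those of a sister screen read the other way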
CYP2C19 inhib = blocks human cytochrome P450 2C19 | CYP2C19 Supersomes, luciferin-H EGE luminescence, 30 min | AID 778 | actives 21% (n = 96,000) | inhibition, % at 5 µM | P33261;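 active means CYP2C19 inhibition above a set limit at 5 µM in the primary screen, cut at about 50% in these data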;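 further: plate controls were negative control wells for no effect and 2.5 mM tranylcypromine positive control for full effect; values of inactives mirror those of a sister screen read the other way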
The depositor's hits bear a star; . = no result given.

SMILES | CYP2C9 activ | IL1B cytotox | CYP2C9 inh | hDAT+cocaine | HUVEC tox TNFa | VCAM1 TNFa inh | Candida biofilm | CYP2C19 activ | CYP2C19 inhib
CC(=NCCN1CCOCC1)C1=C(O)c2ccccc2C1=O | 0.7 | . | 34 | 0.049 | . | . | 4 | 1 | 3
N#Cc1nc(-c2cccc3ccccc23)oc1N1CCCCC1 | 1.1 | 13 | -5 | . | -37 | -14 | 12 | 1.1 | -6
COc1ccc2nc(Nc3ccc4c(c3)OCO4)sc2c1 | 0.8 | -18 | 21 | -0.95 | -38 | 0 | -4 | 0.3 | 65*
COc1ccc(-c2nnn(CC(=O)N(Cc3cccs3)C(C)C(=O)NCCC(C)C)n2)cc1OC (stereo unspecified) | 0.7 | 3 | 31 | -0.53 | -2 | -6 | 4 | 0.7 | 34
COC(=O)c1c(NC(C)=O)sc(Cc2ccccc2)c1C | 0.8 | 9 | 22 | 0.8 | -9 | 2 | . | 0.7 | 30
Cc1cccc(OCC(=O)Nc2cccc(-c3nnc(-c4ccccc4)o3)c2)c1C | 0.1 | -19 | 90* | -0.92 | 2 | 1 | 5 | 0.3 | 74*
NNC(=O)c1cnn(Cc2ccccc2)c1N | . | -13 | . | -0.81 | . | -16 | 5 | . | .
O=C(c1ccccn1)N(Cc1cc2ccccc2[nH]c1=O)C1CCCCC1 | 0.6 | -5 | 41 | 2.9* | -30 | 7 | 3 | 1 | -3
CC1CN(C(=O)c2cccc(S(=O)(=O)N3CCOCC3)c2)CC(C)O1 (stereo unspecified) | 1.1 | . | -10 | 1.4 | . | . | -2 | 1.1 | -13
CCCCCCCCn1cc(C(C)=O)c(=O)[nH]c1=O | 1 | 33 | 2 | 1.4 | -10 | 6 | . | 0.9 | 8
Cc1ccc(S(=O)(=O)NCC(=O)N2CCOCC2)cc1 | 0.7 | 22 | 31 | -0.43 | 11 | -12 | 14 | 0.7 | 27
N#Cc1c2c(c(NCCCN3CCOCC3)n3c1nc1ccccc13)CCC2 | 0.7 | 30 | 29 | 1.1 | -15 | -5 | 14 | 0.7 | 34
CCCCN(CC)CCCNC(=O)CC1Oc2ccccc2NC1=O (stereo unspecified) | 1.2 | -2 | -16 | 1.4 | 3 | -1 | . | 1 | 1
O=C1CC(c2ccc(S(=O)(=O)NCc3ccncc3)cc2)CN1 (stereo unspecified) | 0.5 | 6 | 54* | 0.015 | -3 | 12 | 2 | 0.1 | 85*
Cc1cc(NC(=O)CS(=O)(=O)c2cn(Cc3ccc(F)cc3)c3ccccc23)no1 | 0.5 | -18 | 48 | -0.72 | 7 | -9 | 7 | 0.8 | 18
C/C(=C\c1ccccc1)CN(C)CCN(C)C | 1.3 | -19 | -28 | -0.18 | -18 | -7 | . | 1.1 | -10
COCCCNC(=O)c1c(F)c(F)c(F)c(F)c1F | 1.1 | . | -5 | 0.074 | . | . | 1 | 1 | 2
c1ccc(N(c2ccccc2)c2nc(-n3ccnc3)nc(-n3ccnc3)n2)cc1 | 1 | -4 | 3 | 1.2 | -10 | 0 | 10 | 0.8 | 18
O=S(=O)(c1ccccc1)N1N=C(c2cccs2)CC1c1ccc(F)cc1 (stereo unspecified) | 1.1 | -24 | -12 | -0.11 | 18 | -8 | . | 1.1 | -12
Oc1c(Cl)cc(Cl)cc1C=Nc1ccc2c(c1)OCCO2 | 1 | 5 | 4 | 0.15 | -12 | -13 | 5 | 0.9 | 12
COc1ccc(S(=O)(=O)Nc2ccc(F)c(F)c2)cc1Cl | 0.7 | 15 | 34 | -0.69 | 8 | -26 | 11 | 0.4 | 61*
Cn1cc([N+](=O)[O-])c(C(=O)N/N=C/c2ccccc2)n1 | 0.9 | . | 11 | -0.49 | -5 | 15 | . | 0.9 | 13
CCOC(=O)Cc1nnc(NC(=O)c2cccc(OCC)c2)s1 | 1.2 | -8 | -22 | 0.14 | -6 | 15 | 5 | 0.9 | 7
Cc1ccc(Cn2cnc3ccccc32)cc1 | 0.4 | 2 | 58* | -0.38 | -30 | 3 | -1 | 0.2 | 77*
CC(=O)NCCOc1ccc(C(=O)O)cc1 | 1.2 | . | -20 | 1 | . | . | 5 | 1.2 | -17
Cn1c(=O)c2c(nc(SCCN3CCOCC3)n2Cc2ccc(F)cc2)n(C)c1=O | 0.9 | 30 | 8 | 1.7 | -4 | -30 | 4 | 0.9 | 6
O=C(Oc1ccccc1C(=O)Oc1ccccc1)c1ccco1 | 0.5 | 0 | 47 | -0.52 | -8 | -3 | 9 | 0.6 | 38
O=C(CN1CCN(CCC(=O)Nc2ccccc2F)CC1)Nc1ccc(F)cc1 | 0.4 | . | 64* | -1.2 | . | . | 9 | 0.8 | 15
O=c1cc(C(F)(F)F)nc(-c2ccccc2)[nH]1 | 0.7 | -5 | 30 | -0.019 | -24 | 0 | 3 | 1 | 0
CC1(C)CC(=O)C2=C(C1)N(c1ccc(F)cc1)C(=O)CC2c1ccccc1 (stereo unspecified) | 0.7 | 10 | 28 | -0.1 | 8 | 9 | -5 | 0.2 | 76*
CC(C)(C#N)C(C)(C)c1nn[nH]n1 | 0.9 | -4 | 7 | -0.9 | -11 | 1 | -5 | 1 | 2
O=C(O)c1cc(C2CC2)nn1-c1ccccc1 | 1.1 | -6 | -13 | -0.013 | -31 | 1 | . | 1.1 | -6
COc1cccc(N(C(=O)c2ccco2)c2nc(-c3sc(NC(=O)c4ccco4)nc3C)cs2)c1 | 0.5 | -11 | 55* | 0.3 | -36 | 1 | . | 0.6 | 41
Nc1nonc1C(=O)OCC(=O)N1CCOCC1 | 1 | 3 | 2 | -0.41 | -46 | 18 | 4 | 1 | -3
COc1cc(NC(=O)N2CCOCC2)cc(OC)c1 | 1 | -121 | 4 | -1 | -16 | -18 | 3 | 1.1 | -10
CCOc1ccc(N2Cc3ncccc3C2=O)cc1 | 1.3 | . | -31 | -0.057 | . | . | . | 0.7 | 27
CC1=CC(C)(C)Nc2ccc(OC(=O)CN3C(=O)c4cccc5cccc(c45)C3=O)cc21 | 0.6 | 32 | 40 | . | 3 | -4 | . | 0.7 | 27
COc1cccc(NC(=O)CSc2nnc(Cn3nnc4ccccc43)n2C)c1 | . | 26 | . | 0.78 | -6 | 6 | 10 | . | .
CCCn1c(=N)n(CC(=O)OCC)c2ccccc21 | 1 | -8 | -1 | -0.23 | -37 | 2 | . | 1.1 | -13
CCC(CC)NC(=O)CCc1nc2ccccc2c(=O)[nH]1 | 0.9 | 1 | 14 | -0.78 | -10 | 7 | . | 0.9 | 8
CCCOc1ccc(Cn2c(=O)oc3ccc(C)cc32)cc1OC | . | 16 | . | 0.022 | 10 | 36 | . | . | .
CN(C)c1ccnc(Oc2ccc(C(C)(C)C)cc2)c1C#N | 1.1 | -42 | -7 | 0.13 | -11 | -7 | . | 1 | 4
CCOc1cccc2cc(C(=O)NCc3cccnc3)c(=O)oc12 | 1.1 | 5 | -7 | -0.16 | 8 | 24 | 9 | 1.1 | -10
COc1cc2c(cc1NC(=O)c1ccco1)CCCC2 | 0.5 | 4 | 49 | -0.37 | 0 | -9 | 3 | 0.6 | 37
COc1cc2cc(C(c3nnnn3C(C)(C)C)N3CCc4ccccc4C3)c(=O)[nH]c2cc1OC (stereo unspecified) | 0.2 | -14 | 81* | 2.4 | -23 | 4 | 7 | 0.3 | 65*
CCCc1nc(NCC2CCCO2)c2nnn(Cc3ccccc3)c2n1 (stereo unspecified) | . | 14 | . | -1 | -5 | 14 | 8 | . | .
COc1ccc(CCCc2nnc(SCC(=O)Nc3ncc(C)s3)o2)cc1 | 0.5 | -18 | 48 | 0.81 | -19 | 5 | 0 | 0.7 | 33
CCOC(=O)c1[nH]c(C)c(/C=N/O)c1C | 1.4 | -22 | -39 | -1.1 | -17 | -2 | 9 | 0.9 | 10
CC(=O)N(c1c(C)n(C)n(-c2ccccc2)c1=O)C1(C(=O)NC2CCCC2)CCCCC1 | 1.2 | . | -20 | -0.55 | . | . | 6 | 1.2 | -16
CN1C(=O)C(=O)N(CC(=O)N2CCc3ccccc32)C1=O | 0.9 | 21 | 10 | -0.86 | 18 | -9 | 2 | 0.9 | 10
CCN(CC)CCCn1c(=S)[nH]c2ccccc2c1=O | 1 | -8 | 2 | 0.19 | -13 | -15 | 8 | 1 | 0
CCOC(=O)c1[nH]c(C)c(C(=O)N2CCN(C(=O)c3ccco3)CC2)c1C | . | -26 | . | 0.33 | 1 | -7 | 8 | . | .
CCCc1nc(NCc2ccco2)c(C#N)c2c1COC(C)(C)C2 | 0.7 | . | 29 | 0.64 | . | . | -4 | 0.9 | 6
CCC(C)NC(=O)COC(=O)c1cc([N+](=O)[O-])ccc1Sc1nc(C)cs1 (stereo unspecified) | 0.8 | 4 | 17 | . | -18 | 2 | . | 0.8 | 20
Nc1cc(=O)[nH]c(SCC(=O)NCC2CCCO2)n1 (stereo unspecified) | 1.2 | 5 | -15 | -0.45 | -14 | 0 | . | 1.1 | -12
CCSc1ccccc1C(=O)n1nnc2ccccc21 | 0.9 | 5 | 10 | -0.21 | -10 | 11 | 8 | 1 | -4
O=[N+]([O-])c1ccc2nc(/C=C/c3ccc(Cl)cc3)[nH]c2c1 | 0.6 | 3 | 43 | 0.43 | -6 | -11 | . | 0.7 | 32
CC(NC(=O)C12CC3CC(CC(C3)C1)C2)c1ccc2c(c1)OCCO2 (stereo unspecified) | 0.8 | 4 | 21 | 0.13 | -4 | -6 | 3 | 0.9 | 6
O=S(=O)(NCCCCCNS(=O)(=O)c1ccccc1)c1ccccc1 | 0.8 | -88 | 16 | -1.2 | -20 | 0 | 10 | 1 | 4
Cc1nn2c(-c3cccc(NC(=O)CSc4nc5ccccc5o4)c3)nnc2c2ccccc12 | 0.1 | -24 | 92* | -0.0098 | -13 | -1 | 2 | 0 | 98*

Other compounds:
SMILES | CYP2C9 activ | IL1B cytotox | CYP2C9 inh | hDAT+cocaine | HUVEC tox TNFa | VCAM1 TNFa inh | Candida biofilm | CYP2C19 activ | CYP2C19 inhib
O=c1c2c3c(sc2nc2n1N=C(c1cccs1)CS2)CCCC3 | 1 | -16 | -4 | -1.3 | -14 | -8 | . | 1.1 | -6
CN(Cc1nc2ccccc2n1C)C(=O)c1cccs1 | 1.3 | -6 | -28 | 0.74 | 16 | 4 | -1 | 0.8 | 20
COCCOC(=O)c1c(C)oc2ccc(OC(=O)c3ccc4c(c3)OCO4)cc12 | 0.1 | 34 | 87* | 0.88 | 1 | 17 | 9 | 1.1 | -10
CCCc1nn2c(=O)c(C(c3ccc(C)cc3)c3c(O)nc4sc(CCC)nn4c3=O)c(O)nc2s1 | 1 | -99 | 0 | 0.42 | -20 | -15 | . | 1 | 2
O=c1cc(CSc2nnc(COc3ccccc3)o2)c2ccccc2[nH]1 | 0.7 | -20 | 27 | 0.29 | -37 | 1 | 4 | 0.5 | 46
Nc1ccc(SC(F)(F)F)cc1C(=O)c1ccccc1 | 0.7 | 53 | 33 | . | 36 | -25 | -3 | 0.7 | 32
CCC(Oc1ccccc1)C(=O)N1CC(C)CC(C)C1 (stereo unspecified) | 0.9 | 4 | 12 | . | -3 | -8 | 0 | 0.5 | 51*
c1ccc(-c2ccc(-c3nc(-c4ccccn4)no3)cc2)cc1 | 0.8 | -13 | 24 | 0.3 | -21 | 23 | 5 | 0.6 | 36

Source: PubChem BioAssay
